CHT block – inhibitors of human choline transporter CHT | High affinity choline transporter 1 (Homo sapiens), Q9GZV3 | CHT-expressing cells, membrane potential dye, choline response; stronger effect = lower value | B-score at 10 µM | actives 0.86% (n = 310,000) | AID 488975, 2010;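 active means B-score over 3 SD under the library average, and starting fluorescence ratio not unusually high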;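 further: choline stimulus applied at its EC90 after an EC20 pre-addition; B-score computed on integrated fluorescence ratio after choline addition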
Target sequence (Q9GZV3 whole entry, looked up): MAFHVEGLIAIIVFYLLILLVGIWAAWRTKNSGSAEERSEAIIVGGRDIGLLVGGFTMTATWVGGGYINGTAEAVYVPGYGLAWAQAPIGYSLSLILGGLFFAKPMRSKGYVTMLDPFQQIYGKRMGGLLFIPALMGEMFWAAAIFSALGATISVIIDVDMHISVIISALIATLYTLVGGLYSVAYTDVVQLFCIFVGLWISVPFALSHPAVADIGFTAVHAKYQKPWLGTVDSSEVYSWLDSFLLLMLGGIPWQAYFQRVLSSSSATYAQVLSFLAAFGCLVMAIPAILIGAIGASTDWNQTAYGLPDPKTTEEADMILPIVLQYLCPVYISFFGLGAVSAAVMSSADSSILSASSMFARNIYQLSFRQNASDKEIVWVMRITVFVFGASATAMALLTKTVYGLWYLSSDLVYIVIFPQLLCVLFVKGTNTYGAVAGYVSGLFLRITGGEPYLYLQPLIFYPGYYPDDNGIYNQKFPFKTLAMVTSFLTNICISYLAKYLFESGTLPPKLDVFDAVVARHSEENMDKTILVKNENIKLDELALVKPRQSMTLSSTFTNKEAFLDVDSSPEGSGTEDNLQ
KCNQ2 inh – KCNQ2 potassium channel inhibitors, primary screen, cell-based, CHO-K1, FluxOR thallium flux, B-score (AID 2156). Potassium voltage-gated channel subfamily KQT member 2 (Rattus norvegicus), O88943. 20 min; stronger effect = lower value. B-score at 10 µM. actives 1.1% (n = 310,000);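 active means fluorescence ratio B-score at most minus 3 library SDs, with starting brightness B-score within 2 library SDs, cut at about -5.5 in these data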
* marks the source's active call; other numbers are inactive results. The order is random (roughly 1.9% active in at least one column).

O=C(N/N=C/C(Br)=C/c1ccccc1)C(O)c1ccccc1 (configuration not stated) was read as CHT block inactive and KCNQ2 inh inactive.
`COc1ccc(-c2cc(=O)oc3cc(OCC(=O)N4CCOCC4)ccc23)cc1` gave CHT block inactive and KCNQ2 inh inactive.
`CC(C)(C)OC(=O)N1Cc2ccccc2C[C@H]1C(=O)NCC(=O)Nc1ccc2c(c1)OCCO2` gave CHT block inactive and KCNQ2 inh inactive.
`O=C(c1ccc2ccccc2c1)N1CCN(c2ccc([N+](=O)[O-])c(N3CCOCC3)c2)CC1` gave CHT block inactive and KCNQ2 inh inactive.
Cc1ccc(Oc2nsnc2N2CCOCC2)cc1 was read as CHT block inactive and KCNQ2 inh inactive.
`O=C(COc1ccc(S(=O)(=O)N2CCCCC2)cc1)Nc1ccccc1F` gave CHT block inactive and KCNQ2 inh inactive.
`CCOC(=O)c1ccc(COC(=O)c2cc3ccccc3oc2=O)o1` gave CHT block inactive.
CCC/C(O)=C1\C(=O)CC(C)(C)CC1=NCCO was read as CHT block inactive and KCNQ2 inh inactive.
`CC(=O)n1c2ccccc2c2nc3ccccc3nc21` gave CHT block inactive and KCNQ2 inh inactive.
COc1cc(NC(=O)CCC(=O)OCCCC(F)(F)C(F)(F)F)nc(OC)n1 was read as CHT block inactive and KCNQ2 inh inactive.
Screening COc1ccc(-n2ncc(C(=O)NC3CC3)c2C2CCN(C(=O)OC(C)(C)C)CC2)cc1 returned CHT block inactive and KCNQ2 inh inactive.
Screening O=C(NCc1cccnc1)c1nnc(Cc2ccc(F)cc2)o1 returned CHT block inactive and KCNQ2 inh inactive.
`CCNC(=O)O/N=C(\C)c1sc(-c2ccccc2)nc1C` gave CHT block inactive and KCNQ2 inh inactive.
Nc1ccc(N(CCO)CCO)cc1 was read as CHT block inactive and KCNQ2 inh inactive.
For COc1ccccc1C(=O)NC(=O)CSc1nc(C)cs1 the results were CHT block inactive and KCNQ2 inh inactive.
Screening CCS(=O)(=O)N1Cc2ccccc2CC1C(=O)Nc1nc(C)cs1 (configuration not stated) returned CHT block inactive and KCNQ2 inh inactive.
Screening Cc1ccc(S(=O)(=O)N(C)C)cc1NC(=O)Nc1ccccc1 returned CHT block inactive and KCNQ2 inh inactive.
CCOc1ccccc1N1CCN(C(=O)Nc2ccc(F)c(Cl)c2)CC1 was read as CHT block inactive and KCNQ2 inh inactive.
Screening O=C(NCc1ccco1)c1ccc(Cl)cc1[N+](=O)[O-] returned CHT block inactive and KCNQ2 inh inactive.
Screening CCCCCCCNC1=CC(=O)CC(c2ccco2)C1 (configuration not stated) returned CHT block inactive and KCNQ2 inh inactive.
Screening COc1ccc(C(=O)/C=C/c2cc(C(=O)O)cc3c2OCOC3)c(O)c1 returned CHT block inactive and KCNQ2 inh inactive.
`N#C/C(=C\c1cccs1)C(=O)c1ccccc1` gave CHT block inactive and KCNQ2 inh inactive.
CC1Cc2ccccc2N1Cc1cccc([N+](=O)[O-])c1 (configuration not stated) was read as CHT block inactive and KCNQ2 inh inactive.
CCn1c(C)c(C(C)=O)c(N2CCCC2)nc1=S was read as CHT block inactive and KCNQ2 inh inactive.

Entries listed so far that have a nitro group on carbon (3):
`O=C(c1ccc2ccccc2c1)N1CCN(c2ccc([N+](=O)[O-])c(N3CCOCC3)c2)CC1` gave CHT block inactive and KCNQ2 inh inactive.
Screening O=C(NCc1ccco1)c1ccc(Cl)cc1[N+](=O)[O-] returned CHT block inactive and KCNQ2 inh inactive.
CC1Cc2ccccc2N1Cc1cccc([N+](=O)[O-])c1 (configuration not stated) was read as CHT block inactive and KCNQ2 inh inactive.

Following part
Screening Cc1cc(=O)oc2cc(OCc3cc4c(cc3Cl)OCO4)ccc12 returned CHT block inactive and KCNQ2 inh inactive.
Screening CC1CCCCC1NC(=O)c1ccc(NS(=O)(=O)c2ccc3[nH]c(=O)[nH]c3c2)cc1 (configuration not stated) returned CHT block inactive and KCNQ2 inh inactive.
For CCOC(=O)C1C(=O)NC(c2ccccc2)=NC1c1ccc(Br)cc1 (configuration not stated) the results were CHT block inactive and KCNQ2 inh inactive.
`CN(C)CCCNC(=O)c1cc(C(=O)C2CCCCC2)c[nH]1` gave CHT block inactive and KCNQ2 inh inactive.
O=C1OC2CC3CC1CC(O)(C3)C2 (configuration not stated) was read as CHT block inactive and KCNQ2 inh inactive.
O=C(Cn1cc([N+](=O)[O-])cn1)Nc1ccc(Cn2cc(Br)cn2)cc1 was read as CHT block inactive and KCNQ2 inh inactive.
Screening O=C(c1cc(-c2ccc(Cl)cc2Cl)on1)N1CCCCCC1 returned CHT block inactive and KCNQ2 inh inactive.
`CCOc1ccc(C(C)=O)cc1COc1ccc(C)nc1[N+](=O)[O-]` gave CHT block inactive and KCNQ2 inh inactive.
`O=C(NCc1cccnc1)c1c(O)c2cccc3c2n(c1=O)CCC3` gave CHT block inactive and KCNQ2 inh inactive.
`CC1(C)CC(=O)C(C=NC2CCCCC2)=C(O)C1` gave CHT block inactive and KCNQ2 inh inactive.
For COc1cccc(Nc2ncnc3sc(C)cc23)c1 the results were CHT block inactive and KCNQ2 inh inactive.
`Nc1ccc(Nc2ccccc2)c(Cl)c1` gave CHT block inactive and KCNQ2 inh inactive.
`O=C(OCC(=O)N1CCCC1=O)c1nc(Cl)c(Cl)c(Cl)c1Cl` gave CHT block -4.96* and KCNQ2 inh inactive.
`Cc1nn(-c2ccccc2)c(C)c1/C=N/NC(=O)CSc1nnc(SCc2cccc3ccccc23)s1` gave CHT block inactive and KCNQ2 inh inactive.
For COc1ccc(-c2nc3c(n2O)CCC/C3=N\O)cc1 the results were CHT block inactive and KCNQ2 inh inactive.
`Cc1cc(/C=N/NC(=O)c2ccncc2)c(C)n1-c1ccccc1` gave CHT block -6.79* and KCNQ2 inh inactive.
Screening COc1ccc(C2=NOC(CNC(=O)c3ccccc3Br)C2)c(OC)c1 (configuration not stated) returned CHT block inactive and KCNQ2 inh inactive.
`C=CCOc1cccc(C2C(C(=O)c3ccco3)=C(O)C(=O)N2Cc2ccco2)c1` (configuration not stated) gave CHT block inactive and KCNQ2 inh inactive.
`CC(C)CC1NC(=S)N(C2CCCCC2)C1=O` (configuration not stated) gave CHT block inactive and KCNQ2 inh inactive.
Nc1nonc1-n1nnc(C(=O)N/N=C/C2CCCCC2)c1-c1ccccc1 was read as CHT block inactive and KCNQ2 inh inactive.
Screening O=C(CSc1nnc(CNC(=O)c2ccc(F)cc2)o1)NCCc1ccccc1 returned CHT block inactive and KCNQ2 inh inactive.
Cc1nc(C(F)(F)F)nc(Nc2ccc(N=Nc3ccccc3)cc2)c1C#N was read as CHT block inactive and KCNQ2 inh inactive.
Screening CCc1nnc(NC(=O)C2Cc3ccccc3CN2S(=O)(=O)c2ccc(C)cc2)s1 (configuration not stated) returned CHT block inactive and KCNQ2 inh inactive.
For Cc1c(CC(=O)N[C@@H](C)C(=O)O)c(=O)oc2cc3oc4c(c3cc12)CCCC4 the results were CHT block inactive and KCNQ2 inh inactive.
Screening O=C(O)c1nn(CCSc2ccccc2F)c(=O)c2ccccc12 returned CHT block inactive and KCNQ2 inh inactive.
Screening CC(=O)Nc1ccc(NC(=O)C(C)OC(=O)c2cc(S(=O)(=O)N(C)C)ccc2N2CCCC2)cc1 (configuration not stated) returned CHT block inactive and KCNQ2 inh inactive.
Cc1ccc(C(=O)C2=C(O)C(=O)N(Cc3ccco3)C2c2ccc(N(C)C)cc2)o1 (configuration not stated) was read as CHT block inactive and KCNQ2 inh inactive.
For CC(=O)c1cccc(N2C(=NC(=O)C3CC3)SC3CS(=O)(=O)CC32)c1 (configuration not stated) the results were CHT block inactive and KCNQ2 inh inactive.
Cc1ccc(NC(=O)COC(=O)CCc2ccc(S(=O)(=O)N3CCOCC3)cc2)c(C)c1 was read as CHT block inactive and KCNQ2 inh inactive.
For COc1cccc(NC(=O)CCC2CCN(C(=O)c3cncs3)CC2)c1 the results were CHT block inactive and KCNQ2 inh inactive.
`Cc1ccc(S(=O)(=O)NCCC(=O)NC(C)CCc2ccccc2)cc1` (configuration not stated) gave CHT block -5.05* and KCNQ2 inh inactive.
O=C(C1=C(O)C(=O)N(CCCN2CCOCC2)C1c1ccncc1)c1cc2ccccc2o1 (configuration not stated) was read as KCNQ2 inh inactive.
`Nc1nc(NCC2CCCO2)nc(NCC2CCCO2)c1[N+](=O)[O-]` (configuration not stated) gave CHT block inactive and KCNQ2 inh inactive.
For Cc1cc(C(=O)CSc2nnc(Cc3ccccc3)o2)c(C)n1Cc1ccc2c(c1)OCO2 the results were CHT block inactive and KCNQ2 inh inactive.
CCN(/N=C/c1ccc(N(C)C)cc1)c1nc2ccccc2[nH]1 was read as KCNQ2 inh inactive.
c1ccc(COc2ccc(-c3csnn3)cc2)cc1 was read as CHT block inactive and KCNQ2 inh inactive.
O=C(NCc1cccs1)C(=O)c1c[nH]c2ccccc12 was read as CHT block inactive and KCNQ2 inh inactive.
`O=C(COC(=O)c1c2c(nc3ccccc13)CCCCC2)c1ccc(Cl)s1` gave CHT block inactive and KCNQ2 inh inactive.
`Cc1cc(NC(=O)c2cccs2)ncc1NC(=O)C(C)C` gave CHT block inactive and KCNQ2 inh inactive.
O=C(O)c1c[nH]c2c(C(F)(F)F)cccc2c1=O was read as CHT block inactive and KCNQ2 inh inactive.
`O=C(COc1ccc(Cl)cc1[N+](=O)[O-])NC1CCCCC1` gave CHT block inactive and KCNQ2 inh inactive.
O=C(NC1CCCCC1)[C@@H]1CC=C[C@@H]2CCN(C3CCCCC3)C(=O)[C@@H]21 was read as CHT block inactive and KCNQ2 inh inactive.
For O=Cc1cnc2ccccc2c1-c1ccccc1 the results were CHT block inactive and KCNQ2 inh inactive.
CC(C)(C)C1C/C(=C/c2ccco2)C(=O)/C(=C/c2ccco2)C1 (configuration not stated) was read as CHT block inactive.
For CCc1cc2c(=O)n3c(nc2s1)-c1[nH]c2ccc(OC)cc2c1CC3 the results were CHT block inactive and KCNQ2 inh inactive.
Screening COC(=O)C(C)NC(=O)C(C)NC(=O)OCc1ccccc1 (configuration not stated) returned CHT block inactive and KCNQ2 inh inactive.
Screening CCOC(=O)c1ccc2ncc(C(=O)OCC)c(NCCCN3CCOCC3)c2c1 returned CHT block inactive and KCNQ2 inh inactive.
Screening CCc1cc2c(NCc3ccccc3)nc(C)nc2s1 returned CHT block inactive and KCNQ2 inh inactive.
Screening CCOC(=O)c1sc2ccc(S(=O)(=O)N3CC(C)CC(C)C3)cc2c1N (configuration not stated) returned CHT block inactive and KCNQ2 inh inactive.
`O=C(CSc1nc2c(c(=O)n1-c1ccccc1)SCC2)NCC1CCCO1` (configuration not stated) gave CHT block inactive and KCNQ2 inh inactive.
`O=C1CCC(c2ccccc2)(C2CCN(Cc3ccccc3)CC2)C(=O)N1` (configuration not stated) gave CHT block inactive and KCNQ2 inh inactive.
Screening CCCNC(=O)c1cccc(COCC(F)(F)F)c1 returned CHT block inactive and KCNQ2 inh inactive.
`Cc1ccc2c(c1)N(CCCC(=O)Nc1cccc(C(F)(F)F)c1)C(=O)CO2` gave CHT block inactive and KCNQ2 inh inactive.
Screening COc1ccc(N(CC(=O)NC2CCCCC2)S(=O)(=O)c2c(C)[nH]c(=O)[nH]c2=O)cc1 returned CHT block inactive and KCNQ2 inh inactive.
For COc1ccc(-c2csc(Nc3ccc(S(N)(=O)=O)cc3)n2)cc1 the results were CHT block inactive and KCNQ2 inh inactive.
`O=C(c1ccccc1F)N1CCN(S(=O)(=O)c2ccc3ccccc3c2)CC1` gave CHT block inactive and KCNQ2 inh inactive.
Screening CC(C)(C)OC(=O)N1CCC[C@H]1c1nnc(SCC(=O)Nc2cccc(Cl)c2)o1 returned CHT block inactive and KCNQ2 inh inactive.
Screening COc1cc(C(=O)OC2CC3CCC2(C)C3(C)C)ccc1OC(C)=O (configuration not stated) returned CHT block inactive and KCNQ2 inh -5.68*.
`CCc1cccc(NC(=O)Cn2ncn3c(cc4ccccc43)c2=O)c1` gave CHT block inactive and KCNQ2 inh inactive.
`c1ccc2c(NCC3CCCO3)nc(-c3ccncc3)nc2c1` (configuration not stated) gave CHT block inactive and KCNQ2 inh inactive.

Among those listed so far, seven have an NH in an aromatic ring:
Screening CC1CCCCC1NC(=O)c1ccc(NS(=O)(=O)c2ccc3[nH]c(=O)[nH]c3c2)cc1 (configuration not stated) returned CHT block inactive and KCNQ2 inh inactive.
`CN(C)CCCNC(=O)c1cc(C(=O)C2CCCCC2)c[nH]1` gave CHT block inactive and KCNQ2 inh inactive.
CCN(/N=C/c1ccc(N(C)C)cc1)c1nc2ccccc2[nH]1 was read as KCNQ2 inh inactive.
O=C(NCc1cccs1)C(=O)c1c[nH]c2ccccc12 was read as CHT block inactive and KCNQ2 inh inactive.
O=C(O)c1c[nH]c2c(C(F)(F)F)cccc2c1=O was read as CHT block inactive and KCNQ2 inh inactive.
For CCc1cc2c(=O)n3c(nc2s1)-c1[nH]c2ccc(OC)cc2c1CC3 the results were CHT block inactive and KCNQ2 inh inactive.
Screening COc1ccc(N(CC(=O)NC2CCCCC2)S(=O)(=O)c2c(C)[nH]c(=O)[nH]c2=O)cc1 returned CHT block inactive and KCNQ2 inh inactive.

The listing continues.
For CCOC(=O)N1CCN(C(=O)C2CCN(c3nnc(-n4cccc4)s3)CC2)CC1 the results were CHT block inactive and KCNQ2 inh inactive.
Cc1cc(Cl)c2oc(C(=O)NCCC3CCCCO3)c(C)c2c1 (configuration not stated) was read as CHT block inactive and KCNQ2 inh inactive.
COc1ccc2c(c1)CC/C(=C\c1ccc(OC)c(Cn3nc(C)cc3C)c1)C2=O was read as CHT block inactive and KCNQ2 inh inactive.
Screening CN(CC1COc2ccccc2O1)C(=O)c1cc(COc2c(F)cccc2F)on1 (configuration not stated) returned CHT block inactive and KCNQ2 inh inactive.
CCC(C)(C)n1nnnc1C(c1cc2cc3c(cc2[nH]c1=O)OCO3)N1CCCCC1 (configuration not stated) was read as CHT block inactive and KCNQ2 inh inactive.
CCN(CC)C(=O)CN1CCC(n2c(C)nc3cc(C(F)(F)F)ccc32)CC1 was read as CHT block inactive and KCNQ2 inh inactive.

Bioassay records (PubChem BioAssay)
